Source: PubChem BioAssay
ABCG2 inh: blocks JC-1 efflux by human ABCG2 transporter; Q9UNQ0; IgMXP3 cells, flow cytometry; inhibition, % at 6.6 µM; 190,000 tested, 0.1% active;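 active means inhibition above 80%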;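 further: 0% = DMSO and 100% = nicardipine control wells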
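System: two drug-resistant human cell lines, ABCG2 and ABCB1; controls: nicardipine high and DMSO low controls; times: 10 min exposure at 25 °C with rotation, no wash; detection: flow cytometry of retained JC-1 fluorescence; read-out basis: percent efflux inhibition, scaled nicardipine 100% to DMSO 0%; doses: one concentration, 6.6 µM final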
Rac1 wt modul: alters GTP binding to wildtype human Rac1; P63000; GTP binding activity (% of control), % at 10 µM; 190,000 tested, 0.27% active; GST-Rac1 beads, fluorescent GTP binding, flow cytometry; actives lie on both sides; 0 = cold GTP competed, 100 = untreated;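 active means GTP binding activity at least 20 points away from the 100% control level, either lower or higher; inconclusive means compound flagged as likely green fluorescent, judged across all proteins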
Rac1 act GTP bind: alters GTP binding to activated mutant human Rac1; P63000; GST-Rac1 activated beads, fluorescent GTP binding, flow cytometry; actives lie on both sides; 100% means binding = to untreated wells; percent activity (GTP binding), % at 10 µM; 190,000 tested, 0.11% active; AID 764;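 active means GTP binding at least 20 percentage points away from the 100% baseline, in either direction, so actives lie on both sides; inconclusive means Compound likely fluorescent itself, or too few beads counted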
Avidin fluor: compound fluoresces at 488/530 nm on avidin beads. compound fluorescence 488/530 nm, flow cytometry; stronger effect = higher value. fluorescence (KMESF) at 10 µM. 220,000 tested, 0.38% active. AID 1775; in the data active means fluorescence above about 47; further: inactives centre near 10
Pf gametocyte: P. falciparum stage V gametocyte viability inhibition; P. falciparum stage V gametocytes, ATP luminescence, 24 h; inhibition, % at 10.9 µM; AID 743093; 150,000 tested, 0.065% active;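 active means inhibition above the mean plus 3 SD of compounds within the control limits, set per campaign, cut at about 38% in these data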;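 further: 0% = DMSO wells and 100% = medium only without gametocytes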
Cdc42 wt: modulators (inhibitors or activators) of GTP binding to human Cdc42 wildtype. 190,000 tested, 0.2% active. GST-Cdc42 beads, Bodipy-GTP binding, flow cytometry; actives lie on both sides. AID 761. percent activity (GTP binding), % at 10 µM. P60953;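 active means percent activity GTP binding at least 20 points away from the 100% baseline, either down as inhibitor or up as activator; inconclusive means compound flagged as likely green fluorescent from well-wide comparison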;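 further: median bead fluorescence of bound Bodipy-FL-GTP at 100 nM; 0% = excess unlabeled GTP control and 100% = no compound control; below 100% means less GTP binding so inhibitor and above means activator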
Rab7 wt GTP bind: dog Rab7 wildtype GTP binding, inhibitors and activators; GST-Rab7 beads, fluorescent GTP binding, flow cytometry; actives lie on both sides; untreated = 100%, excess cold GTP = 0%; GTP binding activity (percent of control), % at 10 µM; 190,000 tested, 0.055% active; AID 758;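 active means fluorescent GTP binding to Rab7 beads changed by at least 20 points from the 100% baseline, either direction, mostly lower; inconclusive means compound itself probably fluorescent, or too few beads counted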;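 further: median green fluorescence of bound Bodipy-FL-GTP per Rab7 bead population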
ABCB1 inh: blocks JC-1 efflux by human ABCB1 transporter | CCRF-Adr cells, flow cytometry | inhibition, % at 6.6 µM | 190,000 tested, 0.067% active | AID 1326; in the data active means inhibition above about 40%;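 further: 0% = vehicle and 100% = reference inhibitor; higher value means more JC-1 retained so stronger ABCB1 efflux block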
Target sequence (P08183 whole entry, looked up): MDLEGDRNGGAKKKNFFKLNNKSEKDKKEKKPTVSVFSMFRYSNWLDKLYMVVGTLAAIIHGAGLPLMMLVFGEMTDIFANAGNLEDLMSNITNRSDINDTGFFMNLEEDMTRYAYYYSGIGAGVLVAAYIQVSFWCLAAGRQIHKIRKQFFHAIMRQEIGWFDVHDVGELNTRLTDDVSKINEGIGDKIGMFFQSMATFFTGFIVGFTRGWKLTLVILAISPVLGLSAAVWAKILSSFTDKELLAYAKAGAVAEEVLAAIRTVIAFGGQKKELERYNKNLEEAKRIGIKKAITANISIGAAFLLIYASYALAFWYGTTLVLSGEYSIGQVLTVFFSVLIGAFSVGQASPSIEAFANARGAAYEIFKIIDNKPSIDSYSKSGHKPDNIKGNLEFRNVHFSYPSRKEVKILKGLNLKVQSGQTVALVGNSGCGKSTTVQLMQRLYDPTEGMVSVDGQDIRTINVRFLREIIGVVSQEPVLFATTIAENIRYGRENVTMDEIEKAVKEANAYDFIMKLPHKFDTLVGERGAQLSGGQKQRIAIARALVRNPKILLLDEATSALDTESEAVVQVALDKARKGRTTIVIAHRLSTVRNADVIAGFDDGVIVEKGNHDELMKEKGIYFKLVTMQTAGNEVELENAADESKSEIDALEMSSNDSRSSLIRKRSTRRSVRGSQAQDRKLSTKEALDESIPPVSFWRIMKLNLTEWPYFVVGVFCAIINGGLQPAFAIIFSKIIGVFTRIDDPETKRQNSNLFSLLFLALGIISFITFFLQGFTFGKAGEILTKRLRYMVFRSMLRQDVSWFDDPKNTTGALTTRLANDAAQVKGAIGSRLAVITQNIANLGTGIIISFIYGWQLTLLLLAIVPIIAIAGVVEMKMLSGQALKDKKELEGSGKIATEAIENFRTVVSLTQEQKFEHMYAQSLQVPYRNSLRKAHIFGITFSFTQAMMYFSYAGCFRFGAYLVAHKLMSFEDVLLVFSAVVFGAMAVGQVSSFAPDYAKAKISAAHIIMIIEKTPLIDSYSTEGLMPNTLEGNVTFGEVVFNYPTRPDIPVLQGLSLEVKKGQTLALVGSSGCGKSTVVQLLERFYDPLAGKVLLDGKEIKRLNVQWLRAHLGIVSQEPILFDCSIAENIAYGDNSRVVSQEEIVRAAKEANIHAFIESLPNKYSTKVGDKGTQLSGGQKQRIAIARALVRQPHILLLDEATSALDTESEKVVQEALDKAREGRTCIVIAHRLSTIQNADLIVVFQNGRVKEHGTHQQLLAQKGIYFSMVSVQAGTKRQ
HRas wt GTP bind: human HRas wildtype GTP binding, change in either direction | GTP binding activity, % at 10 µM | GST-Ras wt beads, Bodipy-FL-GTP binding, flow cytometry; actives lie on both sides | 190,000 tested, 0.14% active | P01112;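 active means GTP binding activity at least 20% away from the 100% baseline, either lowered as inhibitor or raised as activator; inconclusive means flagged as likely green fluorescent, judged across all proteins in the well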;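 further: 0% = unlabeled GTP competition control and 100% = no-compound control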
Mcl1 Noxa PPI: disrupts binding of human Mcl-1 to Noxa peptide; Q07820; TR-FRET Mcl-1/Noxa peptide binding, 2 h; inhibition, % at 21.7 µM; 220,000 tested, 1.5% active; AID 1022;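 active means compounds that cut the protein-peptide binding signal by more than 50% relative to plate controls in a single-dose test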;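 further: His-tagged Mcl-1 with rhodamine Noxa BH3 peptide and terbium anti-His antibody; 0% = Mcl-1 plus Noxa peptide wells and 100% = peptide-only wells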
Rab2 wt GTP: changes GTP binding to wildtype dog Rab2A, up or down; GTP binding activity, % at 10 µM; AID 760; 190,000 tested, 0.19% active; P61105; GST-Rab2 wt beads, Bodipy-GTP binding, flow cytometry;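 active means GTP binding activity at least 20 points away from 100%, either lowered or raised; inconclusive means signal likely due to the compound's own green fluorescence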;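 further: 0% = beads with excess unlabeled GTP and 100% = no-compound control corrected for plate trend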
* = called active by the depositor; u = inconclusive; x = not tested or not shown.

SMILES	ABCG2 inh	Rac1 wt modul	Rac1 act GTP bind	Avidin fluor	Pf gametocyte	Cdc42 wt	Rab7 wt GTP bind	ABCB1 inh	HRas wt GTP bind	Mcl1 Noxa PPI	Rab2 wt GTP
Cc1ccc(-n2c(O)c(C=Nc3ccccc3-c3n[nH]c(=S)[nH]c3=O)c3ccccc3c2=O)c(C)c1	-4	94	88	10	-15	89	93	-0.1	92	63*	90
CC(NS(=O)(=O)c1ccc(F)cc1)C(c1cccs1)N1CCN(C)CC1 (centres undefined)	4	106	101	7	x	100	98	0.1	102	-4	101
c1ccc(-c2ccc3c(c2)c2c4n3CCN=C4CCC2)cc1	1	103	101	8	14	106	102	0.7	106	33	105
O=c1[nH]c(CN2CCN(CCO)CC2)nc2ccccc12	1	105	100	x	x	104	97	0.4	101	4	99
CCNC(=O)C1CCCN1S(=O)(=O)c1ccc(OC)cc1 (centres undefined)	-1	u	u	32	x	u	u	0.0	u	-19	u
CCSC1=N/C(=C\c2ccccc2)C(=O)N1c1ccc(OC)cc1	11	98	95	13	6	94	95	-0.8	96	-6	98
C=CCc1ccccc1OCC(O)CN(CC)CC (centres undefined)	3	102	99	14	x	103	100	1.0	101	15	99
Cc1cccc(C)c1N(CC(=O)N1CCN(c2ccccc2F)CC1)S(C)(=O)=O	2	102	96	19	1	101	96	1.0	99	-7	99
COc1cc(OC)cc(C(=O)NCCNC(=O)c2ccccc2)c1	16	104	101	10	x	105	100	0.7	103	9	101
CC(=O)Cc1nsc(NC(=O)c2cc(-c3cccc(C(F)(F)F)c3)oc2C)n1	2	105	101	16	-7	105	99	0.1	100	6	101
Cc1ccc(NC(=O)c2ccc(-c3nn(C)c(=O)c4ccccc34)cc2)c(C)c1	25	97	96	25	0	95	99	2.1	96	3	95
CC(C)(C)OC(=O)NCC12C=CC(O1)C1C(=O)N(Cc3ccccc3)C(=O)C12 (centres undefined)	4	101	99	27	10	95	103	1.5	96	-6	99
O=C(NCc1ccc(Cl)cc1)C1CCC(CNc2c(N3CCCCC3)c(=O)c2=O)CC1 (centres undefined)	6	98	99	7	x	99	95	0.1	97	-3	97
COCCNS(=O)(=O)c1cc(-c2nn(C)c(=O)c3ccccc23)ccc1C	1	103	98	8	1	101	103	0.3	102	-8	101
CCOC(=O)C1CCN(c2nnc(N3CCCC3=O)s2)CC1	4	96	92	14	x	96	95	1.2	98	3	95
COc1ccc(C)cc1NC(=O)CN1C(=O)c2cccc3cccc1c23	1	93	95	6	x	95	98	0.4	95	20	94
COc1ccc(SCC(=O)Nc2ccc(N3CCN(C)CC3)c(F)c2)cc1	-2	95	95	6	x	94	106	-1.0	101	-3	101
COc1ccc(C(=O)NC(=O)COC(=O)C2COc3ccccc3O2)cc1 (centres undefined)	4	102	102	13	x	100	99	0.2	104	0	101
Cc1ccc(CNc2cnccn2)cc1	4	98	97	26	x	98	99	0.5	97	-10	97
O=C(CN1CCN(Cc2ccccc2)CC1)Nc1ccc([N+](=O)[O-])cc1C(=O)Nc1ccccc1F	0	99	100	11	-3	99	94	3.0	99	-2	94
Cc1ccccc1-n1nnnc1SC(C)C(=O)NC1CCCc2ccccc21 (centres undefined)	1	104	99	7	-12	98	100	0.6	101	-2	102
CCCCNC(=O)c1ccc2c(SCC(=O)O)c3c(nc2c1)CCCC3	4	101	96	11	-1	101	101	1.9	101	24	99
O=C1NC(c2ccc(Cl)c([N+](=O)[O-])c2)Nc2ccccc21 (centres undefined)	3	98	97	11	6	99	95	-0.4	97	13	97
O=C(NCCCN1CCCC1=O)c1ccc2c(=O)n(-c3ccccc3F)c(=S)[nH]c2c1	4	104	100	10	10	100	105	0.1	100	-4	103
CC1(C)CC(=O)N(CC(=O)NCc2ccc(F)cc2)c2ccccc2S1(=O)=O	-5	106	101	7	x	101	102	-3.0	102	4	102
CCOc1ccc(NCc2nnc(SCc3ccccc3Cl)n2-c2ccccc2)cc1	3	103	99	17	4	99	98	0.8	100	-3	98
CCOC(=O)Cn1ncn(-c2ccc(OC(F)(F)F)cc2)c1=O	12	98	97	8	15	99	97	1.4	99	6	99
CCc1nc(N)c(C#N)c(-c2ccc(O)c(OC)c2)c1C	1	100	98	11	-24	99	100	0.1	99	7	99
Cc1nc2c(c(=O)n1CCC1=CCCCC1)c1nc3ccccc3nc1n2/N=C/c1ccco1	3	105	98	x	x	105	106	1.8	104	94*	101
C=CCn1c(SC(C)C(=O)NC2(C#N)CCCCC2)nnc1-c1ccc(OC)cc1 (centres undefined)	-2	100	99	8	-30	99	99	1.0	99	8	98
Cc1ccc(C(=O)/C=C/c2ccc(-c3ccccc3[N+](=O)[O-])o2)cc1	4	u	u	x	x	u	u	-0.1	u	43	u
COCCNC(=O)c1ccc2c(=O)n(Cc3ccco3)c(SCC(=O)NC3CCCCC3)nc2c1	6	100	102	14	-11	102	98	0.6	102	-1	100
COc1ccc(CCNC2CC(C)N(C)CC2C)cc1OC (centres undefined)	4	105	101	12	x	104	100	1.1	100	20	100
Cc1ccc(S(=O)(=O)N(C)Cc2ccc(C(=O)N/N=C3\CC(=O)CC(C)(C)C3)cc2)cc1	-1	104	98	6	-9	101	101	0.1	102	10	102
Cn1c(CN2CCCCC2)nc2cc(NS(=O)(=O)c3ccc(F)cc3)ccc21	1	93	93	6	x	93	103	-0.1	96	-4	99
Nn1c(SCc2cccc(Oc3ccccc3)c2)nnc1C(F)(F)F	10	102	98	6	5	101	96	1.1	99	-15	98
O=c1nc2cccc3c2=c(/c1=C(\O)c1ccccc1)c1ccccc1c3=O	0	84	90	6	x	86	96	0.1	90	46	90
Cc1cccc(NC(=O)c2sc3nc4c(c(-c5cccs5)c3c2N)CN(C)CC4)c1	1	105	103	38	-4	104	105	1.2	101	8	104
CCCCn1c(=O)[nH]c(=O)c2c1ncn2Cc1ccco1	8	96	96	3	x	96	96	0.8	96	14	95
O=C(NNC(=S)Nc1ccc(Br)cc1)c1ccc(N2CCOCC2)c([N+](=O)[O-])c1	4	93	89	10	x	91	94	-0.2	92	-12	88
COC(=O)c1ccc(Oc2cc(C)nc(Cl)n2)cc1	3	99	98	6	5	98	104	0.3	99	1	100
CCCN(Cc1ccccc1)C(=S)Nc1ccc(OC(F)F)cc1	16	103	97	20	-2	102	101	0.0	100	14	99
O=C(Nc1nc(=S)ss1)c1c(F)cccc1F	0	101	98	22	-6	98	98	0.2	98	13	98
O=C(O)c1cccc(S(=O)(=O)Nc2ccc3oc(=O)sc3c2)c1	0	100	95	25	x	97	95	0.0	96	-9	94
COc1ccc2c(=O)c3c(=O)n(Cc4ccco4)c(-c4cc(OC)c(OC)c(OC)c4)nc3oc2c1	19	100	98	7	12	98	94	6.0	98	14	97
CC(C)CNC(=O)COC(=O)c1ccc(F)cc1Cl	4	97	97	12	-1	99	93	0.8	96	-3	96
COc1ccc(CCn2c(-c3ccc(Cl)cc3)n[nH]c2=S)cc1OC	5	94	93	9	x	94	103	0.6	96	9	96
O=C(CCNc1ccc(F)cc1)c1cc2ccccc2o1	-1	95	95	21	20	94	94	-0.6	92	16	93
COc1ccccc1NS(=O)(=O)c1cccc(C(=O)NN=C2CCCCCC2)c1	0	104	98	15	8	99	99	0.0	98	9	98
Cc1ccc(-c2csc3ncnc(N4CCc5ccccc5C4)c23)cc1	0	100	98	13	x	97	93	-0.1	102	-2	97
COC(=O)CCC(=O)NNC(=O)CCCOc1ccc(Cl)cc1Cl	1	94	95	13	-7	99	101	0.0	99	6	98
O=C(CSc1nnc(NC(=O)c2ccco2)s1)NCc1ccc2c(c1)OCO2	0	103	98	9	0	102	104	0.1	100	9	102
CCc1sc(/C=C(/C#N)C(N)=S)cc1[N+](=O)[O-]	-8	82	83	9	x	85	88	-1.3	87	43	87
Oc1ccc(Cl)cc1CNc1ccc(Br)cn1	1	105	100	17	x	104	99	0.2	103	-8	101
CS(=O)(=O)N(CC(=O)Nc1ccc(S(=O)(=O)N2CCOCC2)cc1)c1cccc(F)c1	0	97	95	10	-31	95	99	0.1	96	-3	97
COC(=O)Cc1cc(=O)[nH]c(Nc2nc3ccccc3o2)n1	0	109	101	8	x	105	101	0.0	102	-99	101
COc1ccccc1NC(=O)c1c(C)oc2c1CCCC2	19	105	98	5	x	101	98	1.9	101	0	99
Cc1cc(NC(=O)CSc2nnc3c(C)cc4c(C)ccc(C)c4n23)no1	2	103	103	10	x	103	99	0.6	99	-2	100
COc1ccc(NC(=O)c2ccc(Cl)c(S(=O)(=O)N3CCc4ccccc4C3)c2)cn1	2	95	95	12	-1	98	97	0.5	96	-21	96
COc1ccc(C(=O)Nc2ccccc2C(=O)NCCCn2ccnc2)cc1	3	104	94	9	-30	100	103	0.3	103	1	100

(cont.)
SMILES	ABCG2 inh	Rac1 wt modul	Rac1 act GTP bind	Avidin fluor	Pf gametocyte	Cdc42 wt	Rab7 wt GTP bind	ABCB1 inh	HRas wt GTP bind	Mcl1 Noxa PPI	Rab2 wt GTP
Cc1ccc(S(=O)(=O)NC(=O)c2ccc(Br)o2)cc1	5	104	94	10	-3	101	99	0.4	98	4	97
CCCCNC(=O)c1onc(CSc2ccccc2C)c1C(=O)O	7	u	u	11	16	u	u	1.0	u	27	u
CCc1ccc(OCC(=O)NCc2ccco2)c(Br)c1	11	99	98	7	-6	99	99	1.0	101	5	100
COc1cccc(NC(=O)NCCC2=CCCCC2)c1	11	105	95	8	-5	96	106	0.6	100	19	102
Cc1ccc(NS(=O)(=O)c2cc(NC(=O)c3ccc4c(c3)NC(=O)CS4)ccc2C)c(C)c1	12	92	91	10	5	92	99	-0.1	95	21	95
CC(C)C(C(=O)O)N1C(=O)/C(=C/c2cccn2C)SC1=S (centres undefined)	3	u	u	1	5	u	u	1.3	u	39	u
COCCNC(=O)CN1CCN(Cc2cccc(Cl)c2)C1=O	0	98	96	4	x	99	100	-0.1	100	9	100
CCOC(=O)C(=O)c1cn(C2OCC(OC(C)=O)C(OC(C)=O)C2OC(C)=O)c2ccccc12 (centres undefined)	4	105	101	5	-26	102	100	1.0	101	-7	99
Cc1c(Cl)cccc1NC(=S)N1CCCN(Cc2ccccc2F)C1	3	98	95	9	-23	92	105	0.7	95	9	101
